Bioassay records (PubChem BioAssay)
HCV NS3h FP – blocks HCV NS3 helicase binding to DNA. NS3h Cy5-dT15 DNA binding, fluorescence polarization. AID 687043. 16,000 compounds, 1.6% hits. inhibition, % at 100 µM;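 active = inhibition above the average over every tested compound plus 3 SD, cut at about 40% in these data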
Cy5 interf NS3h – counter-screen for HCV NS3 helicase inhibitors: fluorescence interference | Cy5-dT15 DNA with NS3h; actives lie on both sides; signal over control mean, under 1 quenches | fluorescence interference ratio at 100 µM | 16,000 compounds, 6% hits;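 active = compound fluorescence over control fluorescence at most 0.8, a quencher, or at least a set upper limit, an enhancer; inactive = ratio between 0.8 and the set upper limit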
* hit, by the source's call.

Structure | Cy5 interf NS3h | HCV NS3h FP
COc1ccccc1NC(=O)CSc1cc(Cl)ccc1Cl | 0.97 | 6
NS(=O)(=O)c1ccc(N/C=C\C(=O)c2ccc3c(c2)OCO3)cc1 | 1.1 | 11
COc1ccc(C2CC(C(F)(F)F)n3nc(C(=O)Nc4c(F)cc(F)cc4Br)c(Cl)c3N2)cc1OC (stereo not drawn) | 0.96 | 13
COc1ccccc1NS(=O)(=O)c1ccc(C)c([N+](=O)[O-])c1 | 1.1 | 17
COc1cc(/C=C2\C(=O)N(c3ccc(S(N)(=O)=O)cc3)N=C2C)cc(Br)c1OCc1ccccc1 | 0.96 | -6
Cc1ccc(C(=O)Nc2cccc([N+](=O)[O-])c2C)cc1C | 1 | 11
O=[N+]([O-])c1cc(/C=N\N2CCN(Cc3ccc(Cl)cc3)CC2)ccc1Cl | 1.1 | 8
CC(C)CC(=O)NS(=O)(=O)c1ccc(NC(=O)c2ccco2)cc1 | 0.98 | -4
CCOC(=O)c1ccc2nc(C)c3c(c2c1)OC(C)C3 (stereo not drawn) | 1 | -6
N#Cc1cn(-c2ccccc2)nc1-c1cc2ccccc2oc1=O | 0.97 | 2
COC(=O)C1=C(C)NC2=C(C(=O)CC(C)(C)C2)C1c1ccccc1 (stereo not drawn) | 0.83 | 0
Cc1nn(-c2ccc(Br)cc2)c(=O)c2ccccc12 | 1.1 | 9
O=[N+]([O-])c1ccc(Cl)c2ncccc12 | 0.95 | -15
Nc1ccc(Nc2nc(-c3ccncc3)cs2)cc1 | 0.86 | 6
O=C(NCCOc1ccccc1Cl)C(c1ccccc1)c1ccccc1 | 0.95 | 15
CCOC(=O)C1=NN(c2ccccc2)C(=O)C1OC(C)=O (stereo not drawn) | 1 | 4
Cc1cccc2sc(NC(=O)c3ccc(S(=O)(=O)N4CCCc5ccccc54)cc3)nc12 | 1.1 | 6
CCOc1ccc(C(=O)Nc2ccc3oc(-c4ccccc4F)nc3c2)cc1Cl | 1 | -27
CCOc1ccccc1NC(=O)CN1C(=O)/C(=C/c2cccc(Br)c2)SC1=S | 0.96 | 10
COc1ccc(Cl)cc1NC(=O)C1=C(C)NC(=S)NC1c1ccccc1Cl (stereo not drawn) | 0.98 | 14
c1cc(CNc2ccc(N3CCOCC3)cc2)ccn1 | 1 | 10
Cc1nnc(C)n1/N=C\c1ccccc1Br | 1 | 4
COc1cc(/C=C2/SC(=S)NC2=O)ccc1OS(=O)(=O)c1ccccc1[N+](=O)[O-] | 1.3* | 5
O=C(Oc1ccccc1C(=S)N1CCOCC1)c1ccc([N+](=O)[O-])cc1 | 0.89 | 2
Cc1ccc(-n2c(C)cc(/C=C(\C#N)C(=O)Nc3ccccc3)c2C)cc1C | 0.98 | 6
Cc1cc(NC(=O)CCN2C(=O)/C(=C/c3ccc(F)cc3)SC2=S)no1 | 0.95 | -6
COc1ccc(O)c(/C=N\n2cnnc2)c1 | 0.98 | -1
CC(=O)Oc1ccccc1N1C(=O)c2cccc([N+](=O)[O-])c2C1=O | 1.1 | 0
CC1=C(C(=O)Nc2ccc(C)c(Cl)c2)C(c2cccc([N+](=O)[O-])c2)NC(=O)N1 (stereo not drawn) | 0.9 | 1
Cc1csc(-c2cc3ccc(OCc4c(F)cccc4Cl)cc3oc2=O)n1 | 0.87 | 22

Exported with each value named: part of the list above
COc1cc(/C=C2\C(=O)N(c3ccc(S(N)(=O)=O)cc3)N=C2C)cc(Br)c1OCc1ccccc1
  Cy5 interf NS3h: 0.96
  HCV NS3h FP: -6
CCOC(=O)c1ccc2nc(C)c3c(c2c1)OC(C)C3 (stereo not drawn)
  Cy5 interf NS3h: 1
  HCV NS3h FP: -6

One compound at a time (already shown). Screens in order: Cy5 interf NS3h, HCV NS3h FP
Cc1nn(-c2ccc(Br)cc2)c(=O)c2ccccc12 is listed as 1.1, 9
COc1cc(/C=C2\C(=O)N(c3ccc(S(N)(=O)=O)cc3)N=C2C)cc(Br)c1OCc1ccccc1 is listed as 0.96, -6
COc1cc(/C=C2/SC(=S)NC2=O)ccc1OS(=O)(=O)c1ccccc1[N+](=O)[O-] is listed as 1.3*, 5
Nc1ccc(Nc2nc(-c3ccncc3)cs2)cc1 is listed as 0.86, 6
CCOc1ccc(C(=O)Nc2ccc3oc(-c4ccccc4F)nc3c2)cc1Cl is listed as 1, -27

(listing goes on)
Structure | Cy5 interf NS3h | HCV NS3h FP
CC(=O)N1CCC(=O)N1c1ccccc1 | 1 | 3
Cc1ccc(N[C@@H]2C[C@H](O)[C@@H](CO)O2)cc1C | 0.95 | -1
CC(C)C(NC(=O)c1ccccc1Br)C(=O)O (stereo not drawn) | 0.94 | 17
CS(=O)(=O)N1CCN(Cc2ccccc2C(F)(F)F)CC1 | 0.55* | 5
CCCSc1nnc(NC(=O)c2cccc(Cl)c2)s1 | 1.1 | 12
O=C(Cc1ccc(Cl)cc1)Nc1ccc(Cl)cn1 | 0.87 | 10
S=C(NNc1nc2ccccc2s1)NC1CCCCC1 | 0.74* | 17
COc1cc(Nc2nc(-c3ccccc3)c3cc(C)ccc3n2)cc(OC)c1OC | 1 | 2
Cc1cccc(N2C(=O)c3ccc(C(=O)O)cc3C2=O)n1 | 1 | -9
O=C1NC(=S)NC(=O)C1=Cc1cn(-c2ccccc2)nc1-c1ccc(F)cc1 | 1.1 | 6
Cc1cc(C)cc(N2C(=O)/C(=C/c3ccc(Oc4ccc([N+](=O)[O-])cn4)cc3)C(=O)NC2=S)c1 | 0.95 | -7
COC(=O)c1c(C)oc2cc(Br)c(OCC(=O)c3ccc(OC)cc3)cc12 | 1 | 6
Cn1c(/C=C/c2ccco2)nc2ccccc21 | 0.97 | 4
CC(=O)c1ccc(NC(=O)CSCC(=O)Nc2ccc3ccccc3c2)cc1 | 0.94 | 11
O=c1/c(=C/c2cccc(OCc3ccccc3F)c2)sc2nc3ccccc3n12 | 0.94 | 23
O=C(c1ccco1)N1CCN(C(c2ccccc2)c2ccccc2)CC1 | 0.96 | 19
N#CC1=C(SCC(=O)Nc2ccccc2)NC(=O)C(C#N)C12CCCC2 (stereo not drawn) | 1 | 5
Cc1cc(/C=C2/NC(=O)NC2=O)c(C)n1C | 1.1 | 5
CCOc1ccc(NC(=S)NC(=O)c2ccc(OC)cc2)c([N+](=O)[O-])c1 | 1 | 8
Cc1ccc(OCC(=O)n2cnnc2N)cc1 | 0.86 | -4
CC(=O)Nc1ccccc1NC(=O)c1ccccc1I | 1 | 1
COc1ccc(CN2CCN(Cc3ccc(OC)c(Br)c3)CC2)c(OC)c1 | 1 | -1
CSc1ccc(S(=O)(=O)N(CC(=O)Nc2ccc(C(C)=O)cc2)c2ccc(C)cc2)cc1 | 0.73* | 17
CC1=NN(C(=S)c2ccccc2)C(C)(O)C1 (stereo not drawn) | 0.94 | -9
COCCOC(=O)c1c(C)oc2ccc(OC)cc12 | 0.97 | 12
CCOC(=O)C1=CS/C(=C2/C(=S)C(C)(C)Nc3cc(C)ccc32)S1 | 0.95 | 13
CC(C)OC(=O)COc1ccc2c(c1)oc(=O)c1ccccc12 | 1.1 | 10
CCCC(=O)NC(c1ccc(C)cc1)c1c(OC(C)=O)ccc2ccccc12 (stereo not drawn) | 0.96 | 12
COc1ccc(C2CC(C(F)(F)F)n3nc(C(=O)NCc4cccs4)cc3N2)cc1OC (stereo not drawn) | 0.91 | -3
COC(=O)CN(c1ccc(OC)cc1)S(C)(=O)=O | 1 | 6
CC(OC1=CC(=O)CCC1)C(=O)c1ccccc1 (stereo not drawn) | 0.97 | -3
Cc1cccc(N2C(=O)S/C(=C/c3cccc([N+](=O)[O-])c3)C2=O)c1 | 0.96 | 7
O=C(CSc1nc2ccccc2s1)c1ccc(Cl)cc1Cl | 0.98 | 7
CCOC(=O)c1ccccc1NC(=O)CSC(N)=O | 1 | 4
Cc1c(NC(=O)c2cc3nc(-c4ccccc4)cc(C)n3n2)c(=O)n(-c2ccccc2)n1C | 1 | 5
C=CCOc1ccc(/C=C2/C(=O)N(c3ccccc3)N=C2C)cc1OCC | 1 | 5
O=c1oc2cc(OCc3c(F)cccc3Cl)ccc2cc1-c1ccccn1 | 0.93 | 8
Cc1cc([N+](=O)[O-])ccc1-c1ccc(C(=O)Nc2ccc(Cl)cn2)o1 | 0.77* | -14
CC(=O)c1ccc(-c2ccc(/C=C3/SC(=S)N(c4ccccc4)C3=O)o2)cc1 | 0.81 | 3
Cc1cccc(NC(=O)CSc2nsc(SCC(=O)Nc3cccc(C)c3)n2)c1 | 0.94 | 2
CCOC(=O)c1c(C)oc2ccc(OC(=O)c3ccccc3OC)cc12 | 0.9 | 13
CC(=O)N1CCN(c2ccc(NC(=O)c3cccc([N+](=O)[O-])c3)cc2)CC1 | 0.91 | 11
CCOC(=O)c1ccc(NC(=O)CN(c2cccc(Br)c2)S(=O)(=O)c2ccccc2)cc1 | 0.94 | 10
CCCN1C(=O)c2ccccc2NC1c1ccc(O)c(OCC)c1 (stereo not drawn) | 0.98 | 0
O=C1C(=Cc2ccc(Br)cc2)C(=O)c2ccccc21 | 1 | 9
Cc1c(/C=C2\SC(=S)NC2=O)c(=O)n(-c2ccccc2)n1C | 1.2 | 13
COc1ccc(CCN2C(=O)CC(C(C)c3ccccc3)C2=O)cc1OC (stereo not drawn) | 1 | 9
COc1ccccc1P(=O)(c1ccccc1)c1ccccc1 | 0.98 | -5
O=C(O)CNC(=O)/C(=C\c1cccs1)NC(=O)c1ccccc1 | 0.95 | -1
CCN1C(=O)/C(=C\c2cc(Cl)c(OCc3ccccc3)c(OC)c2)SC1=S | 0.96 | -3
CN(C)c1ccc(C(=O)N2CCN(Cc3ccccc3)CC2)cc1 | 0.84 | -6
CCc1ccccc1N1C(=O)/C(=C/c2cc(C)n(C)c2C)C(=O)NC1=S | 1.2* | 10
NC1=NC(=O)/C(=C/c2cc(Br)ccc2OS(=O)(=O)c2ccc([N+](=O)[O-])cc2)S1 | 0.99 | 4
CCc1ccccc1N(CC(=O)N1CCOCC1)S(C)(=O)=O | 1 | 8
O/N=C\c1ccc2c(c1)OCCOCCOc1cc(/C=N/O)ccc1OCCOCCO2 | 1.1 | 3
Cc1ccc(C2Nc3cccc4cccc(c34)N2)s1 | 0.81 | -2
O=C1N/C(=N/N=C\c2ccccc2O)SC1Cc1ccc(Br)cc1 (stereo not drawn) | 1.1 | 52*
Cc1cc(C)nc(NS(=O)(=O)c2ccc(N/C=C\C(=O)c3ccc(Cl)cc3)cc2)n1 | 0.98 | -6
CCCN(CCC)C(=O)c1ccccc1[N+](=O)[O-] | 1.1 | -15
COc1cc(C2CC3CC2C(C)C3(C)C)ccc1O (stereo not drawn) | 0.87 | 10

Other entries
Structure | Cy5 interf NS3h | HCV NS3h FP
Cc1cc(NC(=O)c2nn3c(c2Cl)NC(c2ccc(Br)cc2)CC3C(F)(F)F)no1 (stereo not drawn) | 1 | 13
CC1Oc2ccccc2C=C1/C=C1\SC(=S)N(CCc2ccccc2)C1=O (stereo not drawn) | 1 | 14
O=C(Nc1ccc(Br)cc1)C1CCCN1C(=O)OCc1ccccc1 (stereo not drawn) | 0.95 | 12
COc1cccc(C2C3=C(CC(C)(C)CC3=O)OC3=C2C(=O)CC(C)(C)C3)c1OCC(=O)O | 1 | 5
CC(C)(C)NC(=O)Nc1ccc2nccnc2c1 | 0.94 | 5
COc1cc(/C=N\N2CCN(Cc3cccc4ccccc34)CC2)cc(Br)c1O | 0.98 | 10
COC(=O)c1ccc(/C=N\NC(=O)/C(=C/c2ccc(N(C)C)cc2)NC(=O)c2ccccc2)cc1 | 1.1 | 21
Cc1ccc(NC(=O)C2CC(O)CN2C(=O)Oc2ccccc2)c(C)c1 (stereo not drawn) | 0.97 | 2
COCCNC(=O)c1nn2c(c1Cl)NC(c1ccc(Br)cc1)CC2C(F)(F)F (stereo not drawn) | 0.87 | 2
COc1cc(/C=C2\SC(=S)NC2=O)cc(Br)c1OC | 0.97 | 2
CCOc1ccccc1C1Nc2ccccc2NC2=C1C(=O)CC(C)(C)C2 (stereo not drawn) | 1 | -2
COC(=O)c1ccccc1N(Cc1ccc(Cl)cc1)S(=O)(=O)c1ccc(C)cc1 | 1 | 11
O=C(/C=C/c1ccccc1)Nc1ccc(I)cc1Cl | 1 | 9
CC(=O)C(Sc1ccccc1[N+](=O)[O-])C(C)=O | 0.95 | 3
CCn1c2ccccc2c2cc(CNCCc3ccc(OC)c(OC)c3)ccc21 | 0.99 | -13
O=C1N=c2ccccc2=C1c1sc(=S)n(-c2ccc(C(=O)O)cc2)c1O | 1.2* | 2
COc1ccc(NC(=S)NCc2ccc(Cl)cc2)cc1 | 1 | 20
O=C1OC(c2ccccc2F)=N/C1=C\c1ccc(Br)cc1 | 1.1 | 4
CCN(CC)CCN1C(=O)c2ccccc2NC1c1cccc(F)c1 (stereo not drawn) | 1.1 | 41*
CCOc1c(/C=C(\C#N)C(N)=O)c2ccccc2n1-c1c(Cl)cccc1Cl | 0.94 | 17
Cc1cccc(OC(=O)C#Cc2ccccc2)c1 | 0.91 | 8
COc1cccc(C2=NN(C(=O)c3cccc(Br)c3)C(O)(C(F)(F)F)C2)c1 (stereo not drawn) | 0.92 | 13
C/C(NCCc1ccccc1)=C(/C#N)C(N)=O | 1 | 2
CCOC(=O)C1=C(c2ccccc2)N=c2s/c(=C\c3ccc(O)cc3)c(=O)n2C1c1cccs1 (stereo not drawn) | 0.93 | -8
Cn1ccnc1SCC(=O)Nc1cccc(C(F)(F)F)c1 | 0.76* | 10
CC(=O)Nc1ccc(C(=O)NCc2ccccn2)cc1 | 1.1 | 2
CS(=O)(=O)N1CCN(C(=O)c2ccc(F)cc2)CC1 | 1.1 | 4
c1ccc(CNc2ccccn2)cc1 | 1.1 | -1
CCC(=O)Oc1cc2c(C(=O)OC)c(C)oc2cc1Br | 0.83 | 18
O=[N+]([O-])c1ccc(Cl)cc1NCCc1ccccc1 | 0.79* | 18
COc1ccc(N2C(=O)C3C4C=CC(C4)C3C2=O)cc1 (stereo not drawn) | 1.1 | 0
CC(C)(C)N1C(=O)c2ccc(C(=O)Nc3cccc(C(=O)O)c3)cc2C1=O | 0.98 | -6
CCOc1cccc(NC(=O)/C(C#N)=C\c2cc(C)n(-c3ccc(NC(C)=O)cc3)c2C)c1 | 0.95 | -13
